FBW7 act = human FBW7 E3 ligase activation, primary screen. Q969H0. AlphaScreen FBW7–phospho-cyclin E peptide binding, activator screen. normalized activity (activation), % at 26.1 µM. 650,000 tested, 0.13% active. AID 1259310; in the data active = normalized activity above about 1.9%;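 note: purified mutant Fbw7 with reduced substrate affinity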
Target sequence (Q969H0 whole entry, looked up): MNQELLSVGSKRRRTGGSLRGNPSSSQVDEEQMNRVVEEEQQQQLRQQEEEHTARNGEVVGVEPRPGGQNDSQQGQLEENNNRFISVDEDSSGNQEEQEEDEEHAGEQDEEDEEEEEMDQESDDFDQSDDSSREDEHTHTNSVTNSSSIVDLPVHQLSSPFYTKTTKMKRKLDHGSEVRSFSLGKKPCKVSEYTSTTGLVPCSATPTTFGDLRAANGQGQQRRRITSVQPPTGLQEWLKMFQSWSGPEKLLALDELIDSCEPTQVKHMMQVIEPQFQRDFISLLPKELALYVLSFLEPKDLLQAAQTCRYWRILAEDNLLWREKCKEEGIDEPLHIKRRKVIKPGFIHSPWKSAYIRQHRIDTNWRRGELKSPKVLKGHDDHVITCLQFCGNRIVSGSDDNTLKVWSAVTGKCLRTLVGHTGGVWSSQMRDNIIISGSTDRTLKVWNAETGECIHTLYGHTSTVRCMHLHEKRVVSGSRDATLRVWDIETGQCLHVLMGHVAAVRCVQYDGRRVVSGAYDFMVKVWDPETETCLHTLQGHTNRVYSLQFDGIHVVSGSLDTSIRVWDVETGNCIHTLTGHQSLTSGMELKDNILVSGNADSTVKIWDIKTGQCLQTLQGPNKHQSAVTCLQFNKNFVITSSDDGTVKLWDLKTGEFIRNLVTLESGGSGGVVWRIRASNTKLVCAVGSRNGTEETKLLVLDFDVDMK
MITF primary = blocks human microphthalmia-associated transcription factor; O75030; AlphaScreen MITF homodimerization, bead proximity signal; inhibition, % at 2.6 µM; 650,000 tested, 0.91% active; AID 1259374; in the data active = inhibition above about 50%;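 note: 0% = vehicle wells with protein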
GPR151 ag = human GPR151 activation. 650,000 tested, 1% active. PathHunter beta-arrestin GPR151 cells, luminescence. activation, % at 11.2 µM. AID 1508602. Q8TDV0; in the data active = activation above about 4.9%;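 note: 0% = median of compound wells and 100% = cells with positive control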
TEAD-YAP block = TEAD-YAP interaction inhibition; inhibition, % at 9.12 µM; HEK-TIYL cells, TEAD-Gal4/YAP UAS-luciferase luminescence; 640,000 tested, 1.4% active; in the data active = inhibition above about 32%;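 note: 0% = median of test compound wells and 100% = reference inhibitor wells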
* marks the source's active call; other numbers are inactive results; & = joins results of further samples.

SMILES	FBW7 act	MITF primary	GPR151 ag	TEAD-YAP block
C=CCNC(=O)CSc1nc2ccc([N+](=O)[O-])cc2o1	0.1	5	-0.9	-3
CCOC(=O)c1[nH]c(C)c(C(=O)Nc2cc(F)ccc2F)c1C	0.0	15	0.1	42*
CN(C)CC(=O)OC1CC2CCC1(C)C2(C)C (stereo not drawn)	0.5	-1	0.4	-2
Clc1ccc(-n2ncc3c(N4CCC(Cc5ccccc5)CC4)ncnc32)cc1	0.0	-8	1.3	-1
CC(=O)c1c(C)oc2c1c1c(c3ccccc32)OCN(CCCn2ccnc2)C1	-0.2	10	0.3	6
O=C(Nc1ccc(NC(=O)c2ccco2)cc1)c1ccc2c(c1)OCCO2	-0.2	-14	0.5	14
COc1ccc(NC(=O)c2ccco2)cc1NC(=O)c1ccc(C#N)cc1F	-0.1	9	-1.1	8
O=C(NCc1ccco1)c1ccc(OC2CCN(CCc3ccccc3)CC2)cc1	-0.1	12	0.2	6
COc1ccc(Cl)cc1NC(=O)CS(=O)(=O)c1ccc(C)cc1	-0.1	5	-0.1	2
CC1CCC(N2CCN(C(=O)c3cccc(F)c3)CC2)CC1 (stereo not drawn)	0.0	41	0.6	-4
CCOc1ccc(OCCCOc2ccccc2[N+](=O)[O-])cc1	0.3	10	-0.5	-5
O=C1c2ccccc2C(=O)N1CCC(=O)N1CCCc2ccccc21	-0.1	8	2.2	-14
CCOC(=O)CC1COCCN1Cc1c(C(=O)N2CCCN(C)CC2)nc2sccn12 (stereo not drawn)	0.0	-13	1.9	-13
O=C(NCc1ccc2c(c1)OCO2)C(C(=O)c1ccc(F)cc1)n1ccccc1=O (stereo not drawn)	0.1	-1	0.3	-1
COc1ccc(C(=O)N/C(=C\c2ccc([N+](=O)[O-])cc2)C(=O)Nc2ccc(Cl)cc2)cc1Br	0.0	-4	-1.4	-5
COc1ccc(CCNC(=O)CN2CCC(n3nnc4cc(C)ccc43)CC2)cc1OC	0.0	15	0.0	8
CCOC(=O)C(C)N1C(=O)S/C(=C/c2cn(CC)c3ccccc23)C1=O (stereo not drawn)	-0.2	1	1.9	-2
COc1ccc(CCN2C(=O)c3ccc(Oc4ccc(NC(=O)CSc5ccc(C)cc5)cc4)cc3C2=O)cc1OC	0.1	13	0.8	4
Nc1cccc(-c2cc(NC3CCN(Cc4ccccc4)CC3)ncn2)c1	0.1	18	-0.4	-3
N#C/C(=C\c1c[nH]c2ccccc12)C(=O)NCCc1ccccc1	0.2	15	0.7	3

Just MITF primary, GPR151 ag and FBW7 act, for two of the compounds above:
smiles,MITF primary,GPR151 ag,FBW7 act
COc1ccc(NC(=O)c2ccco2)cc1NC(=O)c1ccc(C#N)cc1F,9,-1.1,-0.1
O=C(NCc1ccco1)c1ccc(OC2CCN(CCc3ccccc3)CC2)cc1,12,0.2,-0.1

(cont.)
SMILES	FBW7 act	MITF primary	GPR151 ag	TEAD-YAP block
CCCOC(=O)c1sc2nc3c(c(-c4cccs4)c2c1N)CCC3	0.1	9	0.4	-2
N#CC1=C(S)NC(c2ccccc2)=CC1c1ccco1 (stereo not drawn)	-0.1	-4	0.9	0
Cc1noc(C)c1COC(=O)COc1cccc2c1OC(C)(C)C2	-0.1	-6	1.2	10
CCCC(=O)Nc1ccccc1NC(=O)CCC1CCCC1	0.0	-3	0.2	7
O=C(N[C@H]1CC[C@H](C(=O)Nc2ccc3[nH]ncc3c2)C1)C(O)c1ccc(C(F)(F)F)cc1 (stereo partly drawn)	-0.1&0.6	6&15	2.0&-1.8	-7&10
O=C(c1ccc(Cl)cc1)N(c1ccccn1)c1ccccn1	-0.1	-5	0.5	-5
COc1ccccc1-n1nc(C(=O)NCCCN2CCC(C)CC2)c2ccccc2c1=O	0.1	9	-0.6	5
COc1cccc(C(Nc2ccccn2)c2ccc3ccc(C)nc3c2O)c1OC (stereo not drawn)	-0.2	17	-2.7	9
CCCCN(CCCC)C(=O)C1CC(=O)OC12CCCCC2 (stereo not drawn)	0.0	-14	-1.0	-1
Cc1ccc(NC(=O)C(Cc2ccccc2)N2C(=O)C3C4C=CC(C4)C3C2=O)cc1[N+](=O)[O-] (stereo not drawn)	-0.1	-2	1.3	-9
O=C(O)CNC(=O)c1cccc(F)c1	-0.1	2	1.5	-11
COc1ccc(CCNc2cc(NCCCN3CCCC3=O)nc(N)n2)cc1	-0.1	6	-0.7	6
COc1cc(Nc2nc(N3CCC(N4CCOCC4)CC3)nc3c2ncn3CCN2CCCC2=O)cc(OC)c1OC	-0.1	13	3.8	0
Cc1cc(C)c(NC(=O)C(=O)NCc2cccnc2)c(C)c1	0.1	12	2.9	-5
CC1CCCCC1NC(=O)COC(=O)c1ccc(S(=O)(=O)NCc2ccco2)cc1 (stereo not drawn)	0.1	18	-0.7	-3
COCCNC(=O)Cn1cc(/C=C(\C#N)C(=O)NC2CCCCC2)c2ccccc21	0.1	-8	-1.2	-3
Cn1c(=O)c2c(ncn2Cc2nn[nH]n2)n(C)c1=O	0.1	13	-1.9	-9
COc1ccc(CCc2nnc(CCC(=O)NCc3cccc4ccccc34)o2)cc1	0.2	0	1.9	6
CCOc1ccccc1/C=C(/NC(=O)c1ccccc1)C(=O)N(CC)CC	0.7	11	-1.3	3
Cc1ccc(/C=C/C(=O)OCC(=O)NC(N)=O)o1	0.1	-2	0.7	-3
Cc1oc2ccc(OC(=O)c3cccs3)cc2c1C(=O)OC(C)C	0.6	6	-0.6	4
CC1=NN(c2ccc(Cl)c(C(=O)O)c2)C(=O)/C1=C\c1ccc2c(c1)n(C)c(=O)n2C	-0.3	10	0.4	0
CCOC(=O)C(C)Oc1cccc2c(=O)n(CC(=O)Nc3ccc(C)c(Cl)c3)ccc12 (stereo not drawn)	-0.1	-4	2.9	-8
O=C(CCc1nnc(Cc2c[nH]c3ccccc23)o1)NC1CCCc2ccccc21 (stereo not drawn)	-0.1	3	-0.2	-4
CC(=O)N1c2ccccc2NC2=C(C(=O)CC(c3ccc(C(C)(C)C)cc3)C2)C1c1cccnc1 (stereo not drawn)	-0.1	11	2.0	2
Clc1ccc(C2=CC(c3ccc(Br)cc3)n3ncnc3N2)s1 (stereo not drawn)	-0.1	8	-1.7	8
O=C(COc1ccc(Br)cc1)Nc1ccc(NC(=O)c2ccccc2)cc1	-0.1	-11	-0.5	4
Cc1sc2nc(CCC(=O)NN)n(N)c(=O)c2c1C	0.4	22	2.8	-3
O=C(Nc1cccc(N2CCC(NC(CCn3ccnc3)c3ccccc3)CC2)c1)C1CC1 (stereo not drawn)	0.0	15	0.5	9
CCOc1cccc(C(=O)Nc2ccc3oc(-c4cccnc4)nc3c2)c1	-0.1	-1	-0.7	-1
CCOc1ccc(NC(=O)CN2C(=O)C(CC)SC(CC)C2=O)cc1 (stereo not drawn)	0.1	7	5.1*	14
Cc1ccc2c(CSc3nnc(C)c(=O)n3N)cc(=O)oc2c1	0.0	10	-0.2	3
CCOC(=O)c1ccc(Nc2nnc(C(C)(C)C)c(=O)[nH]2)cc1	0.3	15	-1.1	3
CC(C)C(Sc1ncnc2ccccc12)C(=O)NC(N)=O (stereo not drawn)	0.4	14	-1.7	10
CNc1ccc2nnc(C(F)(F)C(F)(F)C(F)(F)F)n2n1	-0.1	-19	-0.6	-3
c1ccc(Oc2ccc(Nc3ncnc4c3cnn4-c3ccccc3)cc2)cc1	0.0	7	-0.1	-6
CCn1c(C(=O)N2CCC(C(=O)N3CCN(C)CC3)CC2)cc2sccc21	0.2	16	-0.1	-2
CCC1=NN2C(=N)/C(=C/c3ccccc3OCCOc3ccc(C(C)(C)C)cc3)C(=O)N=C2S1	0.1	16	0.4	-4
CCOC(=O)/C(C#N)=C1\CC2CCC1(C)C2(C)C (stereo not drawn)	-1.1	-7	-0.7	-2
COc1cccc(CN/C=C/c2oc(=O)c(NC(=O)c3ccccc3)cc2C(C)=O)c1	0.0	-8	0.3	-12

Some of the entries above in another layout.
SMILES,FBW7 act,MITF primary,GPR151 ag,TEAD-YAP block
C=CCNC(=O)CSc1nc2ccc([N+](=O)[O-])cc2o1,0.1,5,-0.9,-3
CCOC(=O)c1[nH]c(C)c(C(=O)Nc2cc(F)ccc2F)c1C,0.0,15,0.1,42*
CN(C)CC(=O)OC1CC2CCC1(C)C2(C)C (stereo not drawn),0.5,-1,0.4,-2
Clc1ccc(-n2ncc3c(N4CCC(Cc5ccccc5)CC4)ncnc32)cc1,0.0,-8,1.3,-1
CC(=O)c1c(C)oc2c1c1c(c3ccccc32)OCN(CCCn2ccnc2)C1,-0.2,10,0.3,6
O=C(Nc1ccc(NC(=O)c2ccco2)cc1)c1ccc2c(c1)OCCO2,-0.2,-14,0.5,14
COc1ccc(NC(=O)c2ccco2)cc1NC(=O)c1ccc(C#N)cc1F,-0.1,9,-1.1,8
O=C(NCc1ccco1)c1ccc(OC2CCN(CCc3ccccc3)CC2)cc1,-0.1,12,0.2,6
COc1ccc(Cl)cc1NC(=O)CS(=O)(=O)c1ccc(C)cc1,-0.1,5,-0.1,2
CC1CCC(N2CCN(C(=O)c3cccc(F)c3)CC2)CC1 (stereo not drawn),0.0,41,0.6,-4
CCOc1ccc(OCCCOc2ccccc2[N+](=O)[O-])cc1,0.3,10,-0.5,-5
O=C1c2ccccc2C(=O)N1CCC(=O)N1CCCc2ccccc21,-0.1,8,2.2,-14
CCOC(=O)CC1COCCN1Cc1c(C(=O)N2CCCN(C)CC2)nc2sccn12 (stereo not drawn),0.0,-13,1.9,-13
O=C(NCc1ccc2c(c1)OCO2)C(C(=O)c1ccc(F)cc1)n1ccccc1=O (stereo not drawn),0.1,-1,0.3,-1
COc1ccc(C(=O)N/C(=C\c2ccc([N+](=O)[O-])cc2)C(=O)Nc2ccc(Cl)cc2)cc1Br,0.0,-4,-1.4,-5
COc1ccc(CCNC(=O)CN2CCC(n3nnc4cc(C)ccc43)CC2)cc1OC,0.0,15,0.0,8
CCOC(=O)C(C)N1C(=O)S/C(=C/c2cn(CC)c3ccccc23)C1=O (stereo not drawn),-0.2,1,1.9,-2
COc1ccc(CCN2C(=O)c3ccc(Oc4ccc(NC(=O)CSc5ccc(C)cc5)cc4)cc3C2=O)cc1OC,0.1,13,0.8,4
Nc1cccc(-c2cc(NC3CCN(Cc4ccccc4)CC3)ncn2)c1,0.1,18,-0.4,-3
N#C/C(=C\c1c[nH]c2ccccc12)C(=O)NCCc1ccccc1,0.2,15,0.7,3
CCCOC(=O)c1sc2nc3c(c(-c4cccs4)c2c1N)CCC3,0.1,9,0.4,-2
N#CC1=C(S)NC(c2ccccc2)=CC1c1ccco1 (stereo not drawn),-0.1,-4,0.9,0
Cc1noc(C)c1COC(=O)COc1cccc2c1OC(C)(C)C2,-0.1,-6,1.2,10

More structures
SMILES	FBW7 act	MITF primary	GPR151 ag	TEAD-YAP block
Cc1cc2nn(CN3CCOCC3)c(=S)n2c2ccccc12	0.0	-16	3.0	1
COc1ccc(-c2ccc(=O)n(C[C@H](C)NC(=O)c3cnc(C)cn3)n2)cc1	-0.1	-4	-0.3	8
C=CCOCC(O)Cn1c(N/N=C(\C)c2ccccc2)nc2c1c(=O)n(C)c(=O)n2C (stereo not drawn)	-0.5	1	0.9	-5
COc1cc2c(cc1OC)CN(CC1CC=CCC1)CC2 (stereo not drawn)	0.0	18	-0.8	-9
O=C(COc1ccc(Cl)cc1Cl)N/N=C/c1ccc(O)cc1O	-0.1	0	1.7	17
Cc1onc(-c2ccccc2)c1C(=O)Nc1sc2c(c1C#N)CCC2	0.0	16	-1.0	7
Cn1nnnc1SCC(=O)OC1CCCCC1	0.1	0	-0.9	-15
O=C(NN1C(=O)c2ccccc2C1=O)c1cc([N+](=O)[O-])ccc1Cl	1.4	15	0.1	10
CC1CN(C(=O)COC(=O)c2ccc(O)cc2)CC(C)O1 (stereo not drawn)	0.2	8	-0.1	0
CCOC(=O)C1=C(C)N=c2s/c(=C\c3ccc(-c4cc([N+](=O)[O-])ccc4C)o3)c(=O)n2C1c1ccccc1 (stereo not drawn)	-0.5	17	-1.1	-1
COc1ccc(NC(=O)NCCN2CCN(c3ccc(Cl)cc3)CC2)cc1	0.0	23	0.8	-8
Cc1cc(C)c(Cc2c(C)nc3c(C(=O)NCc4ccc5c(c4)OCO5)cnn3c2C)c(C)c1	-0.1	-1	-0.3	1
CCOc1ccc(NC(=O)CSc2nnc(Cc3ccc(OC)cc3)n2CC)cc1	-0.2	0	0.3	13
O=C(Nc1cccc(Cl)c1)c1cc2n(n1)C(C(F)(F)F)CC(c1ccc(Cl)cc1)N2 (stereo not drawn)	0.1	3	0.5	8
CCOc1ccc(NC(=O)CNS(=O)(=O)c2ccc(OC)c(OC)c2)cc1	-0.2	3	-0.7	11
O=C(Cc1cccc(Cl)c1)Nc1ccc(Cl)cc1	0.0	-2	0.7	-9
COc1ccc(N2CCN(S(=O)(=O)N3CCC(C)CC3)CC2)cc1	-0.1	-9	1.4	-1
COCCNC(=S)Nc1ccc(Cl)c(Cl)c1	-0.1	12	-0.3	-16

High-throughput results deposited in PubChem BioAssay by The Scripps Research Institute Molecular Screening Center.
